D1 agonist = activates the human D1 dopamine receptor. HEK293 T-REx D1 cells, calcium flux, agonist mode. activation, % at 2 µM. 360,000 tested, 1% active; in the data active = activation above about 30%; note: 0% is about no effect
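Inducible HEK293 T-REx D1 cells, force-coupled to calcium signalling, were plated at 4000 cells/well with tetracycline and held overnight at 30 C. After no-wash calcium dye loading, compound-evoked calcium rise over 180 s flagged agonists.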
D1 antagonist = human D1 dopamine receptor antagonism; P21728; 360,000 tested, 3.2% active; AID 504652; HEK293 TREx D1 cells, calcium flux, dopamine EC80; hits give low values; activity change, negative = inhibition, % at 10 µM; in the data active = activity change below about -30%; note: % is set by controls: 0 for no effect and ±100 for the full control effect
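Compound effects on dopamine-evoked calcium signalling were measured in tetracycline-induced HEK293 Trex D1 cells. Dopamine at EC80 followed a 180 s compound pre-read, and fluorescence was tracked kinetically for 180 s more.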
D2 PAM = positively modulates the human D2 dopamine receptor allosterically; AID 485347; P14416; potentiation, % at 10 µM; HEK293 T-REx D2, calcium flux, EC20 dopamine potentiation; 340,000 tested, 0.34% active;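 active = potentiation over 3 SD above the plate norm, cut at about 30% in these data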; note: 0% is about no effect
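Primary screen. Calcium kinetics in induced HEK293 T-REx D2 cells: compound pre-addition 180 s, EC20 dopamine, 180 s more.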
RXFP1 agonist = activates the human relaxin receptor RXFP1; Q9HBX9; HEK293T-RXFP1 cAMP TR-FRET, 30 min; response scale: percent of porcine relaxin response, buffer zero; Potency, µM (doses to about 57.5 µM), without a hit: at the top dose activation, usual class: activators; 370,000 tested, 0.3% active; active = well fitted activation curve with a large enough effect; note: potency is the fitted concentration of half-maximal effect; % is set by controls: 0 for no effect and ±100 for the full control effect; nearly all actives have a fitted effect of over 60% in size; many of its hits are not listed in these tables
Target sequence (Q9HBX9 whole entry, looked up): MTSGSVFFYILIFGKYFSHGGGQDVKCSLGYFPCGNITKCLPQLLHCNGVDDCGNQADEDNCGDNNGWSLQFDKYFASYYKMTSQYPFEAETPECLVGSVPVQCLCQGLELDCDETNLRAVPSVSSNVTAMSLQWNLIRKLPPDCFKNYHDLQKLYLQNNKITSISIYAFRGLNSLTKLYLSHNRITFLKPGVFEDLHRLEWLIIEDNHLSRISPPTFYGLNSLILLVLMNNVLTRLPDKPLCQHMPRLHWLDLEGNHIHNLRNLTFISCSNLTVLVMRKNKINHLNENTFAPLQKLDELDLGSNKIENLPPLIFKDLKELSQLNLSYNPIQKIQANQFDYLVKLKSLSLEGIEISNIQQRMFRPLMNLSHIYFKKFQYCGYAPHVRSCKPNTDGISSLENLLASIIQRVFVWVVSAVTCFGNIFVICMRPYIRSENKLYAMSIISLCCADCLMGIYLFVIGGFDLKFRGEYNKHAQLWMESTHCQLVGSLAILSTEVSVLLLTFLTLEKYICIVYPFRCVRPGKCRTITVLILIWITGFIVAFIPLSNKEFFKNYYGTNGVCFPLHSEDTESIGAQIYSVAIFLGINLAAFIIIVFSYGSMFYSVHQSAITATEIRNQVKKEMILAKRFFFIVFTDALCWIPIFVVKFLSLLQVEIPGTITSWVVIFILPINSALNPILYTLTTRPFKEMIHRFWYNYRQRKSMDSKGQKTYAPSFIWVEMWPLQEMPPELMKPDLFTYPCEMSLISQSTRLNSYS
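HEK293T cells stably expressing RXFP1 were pretreated with the PDE4 inhibitor Ro 20174, exposed to compounds for 30 min at 37C, lysed, and cAMP was read by TR-FRET. Data normalized to buffer (basal) and 29 nM porcine relaxin (100%).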
TRHR enhancer = allosterically enhances the human TRH receptor; 360,000 tested, 0.66% active; P34981; TRHR cells, fluo-8 calcium fluorescence, EC20 TRH enhancement; enhancement, % at 2 µM; in the data active = enhancement above about 30%; note: 0% is about no effect
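TRHR-expressing cells loaded with fluo-8 calcium dye were read kinetically (ex 480/em 530) during compound addition, then stimulated with an EC20 of TRH (10 nM final). Enhancement of the Gq-mediated intracellular calcium response was scored.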
D2 antag = D2 dopamine receptor (human) antagonism | P14416 | HEK293 TREx D2 cells, calcium flux, dopamine EC80 | inhibition, % at 10 µM | 340,000 tested, 2% active; in the data active = inhibition above about 30%; note: 0% is about no effect
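HEK293 T-REx D2 cells, tet-induced, calcium dye no-wash. Cpd pintool add, 180 s kinetic, then EC80 DA, 180 s kinetic. Ca flux read.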
D1 PAM = enhances dopamine response at the human D1 receptor. P21728. HEK293 TREx D1 cells, calcium flux, dopamine EC20 potentiation. 360,000 tested, 0.036% active. AID 504651. potentiation, % at 10 µM; in the data active = potentiation above about 30%; note: 0% is about no effect
RXFP1 antag = RXFP1 (human) relaxin receptor antagonism; HEK293-RXFP1, relaxin-stimulated cAMP HTRF, 30 min; hits give low values; activity change, negative = inhibition, % at 57.5 µM; 350,000 tested, 0.59% active; AID 1259400;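 active = activity change of -60% or lower, but not beyond a set lower limit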; note: % is set by controls: 0 for no effect and ±100 for the full control effect
D2 ag = activates the human D2 dopamine receptor | P14416 | HEK293 T-REx D2 cells, calcium flux agonist mode | activation, % at 2 µM | 340,000 tested, 0.53% active;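 active = activation over 3 SD above normal in the single-dose calcium agonist read, cut at about 30% in these data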; note: 0% is about no effect
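Agonism scored from kinetic calcium signal (1 read/sec, 180 s) following compound pin transfer, after a 10 s baseline. Cells: HEK293 Trex line expressing inducible D2 receptor coupled to calcium, dye-loaded after overnight culture at 30 C.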
Starred values were filed as active, the others as inactive; nt = no result given; & = joins results of further samples; ! = not confirmed by another sample. Some of the compounds tested. The share of hits here may be higher or lower than overall.

canonical_smiles	D1 agonist	D1 antagonist	D2 PAM	RXFP1 agonist	TRHR enhancer	D2 antag	D1 PAM	RXFP1 antag	D2 ag
Cc1cccc(NC(=O)CSc2nc(C)c(Cc3ccccc3)c(=O)[nH]2)c1C	1&1	-31*!	1&9	-0.5%&6.8%	-4&5	-17	-6&-1	-15	-0.7&-0.1
CCc1cccc(NC(=O)Cn2ncn3c(cc4ccccc43)c2=O)c1	5	-9	-5	-0.5%	4	-11	-2	-19	0.0
Cc1ccc(CN2CCN(Cc3ccc4cccc(F)c4n3)CC2CCO)cc1 (stereo not given)	-2	14	-15	-1.3%	1	-2	-9	-6	-0.1
C=CCNCCCCOc1ccc(OCC)cc1	2	-2	4	0.1%	-5	1	0	3	0.7
CCOC(=O)[C@@H]1[C@H]2COc3ccc(Br)cc3[C@@H]2N2C(=O)N(c3ccccc3)C(=O)[C@]12C	2	5	8	0.0%	3	5	-2	nt	-1.9
CCc1ccc(OCCNC(=O)c2ccc(S(=O)(=O)N(C)C)cc2)cc1	1	2	8	-1.8%	0	18	-9	-7	0.4
COc1cc(-c2nc3nc(C)cc(C)n3c2Nc2ccc(Cl)cc2)ccc1O	10	5	-1	13%	-1	nt	2	-24	1.0
Cc1cc(C(=O)OCC(=O)NC(C)c2ccccc2)c(C)o1 (stereo not given)	0	10	-7	1.6%	2	-2	-5	8	-2.1
CCc1ccc(N2CC(C(=O)NCC(C)(C)N3CCOCC3)CC2=O)cc1 (stereo not given)	0	2	6	-0.1%	0	-8	4	6	0.4
Cc1ccc(S(=O)(=O)N2CC=C(c3c(C)n(CC(=O)N4CCCC4)c4ccccc34)CC2)cc1C	4	2	-8	0.1%	-1	nt	-4	-9	0.7
COc1ccc(NC(=O)CSc2nc3ccccc3[nH]2)cc1	2	8	-4	2.4%	40*	nt	-5	-15	-0.2
CC(OC(=O)C12CCC(=O)N1c1ccccc1S2)C(=O)Nc1cccc(Cl)c1 (stereo not given)	7	-5	0	-0.9%	4	-7	-4	-10	0.6

Next section
canonical_smiles	D1 agonist	D1 antagonist	D2 PAM	RXFP1 agonist	TRHR enhancer	D2 antag	D1 PAM	RXFP1 antag	D2 ag
O=CN1CCCN(Cc2nc(Cc3ccccc3F)no2)CC1	4	0	2	5.1%	-6	3	-4	-3	0.4
COc1cccc(CN2CCN(Cc3cc(OC)c(OC)cc3OC)CC2)c1	3	-7	-16	-2.1%	-10	9	1	-14	-3.5
CCOC(=O)c1sc(SC)c(C(C)=O)c1C	1	nt	-7	0.2%	4	-7	-4	-22	0.0
CC(=O)c1ccc(N2CCN(C(=O)C3CCCN(S(=O)(=O)c4cnc[nH]4)C3)CC2)cc1 (stereo not given)	2	-23	6	-1.4%	-3	32*	-2	-7	1.1
Cc1oc(-c2cccc(Cl)c2)nc1CS(=O)(=O)CC(=O)NC1CCCC1	5	-11	0	-0.5%	-6	5	-1	-8	-0.1
Cc1ccc(-n2cc(C(=O)Oc3cccc(C)c3)c3ccccc3c2=O)cc1	1	5	-7	2.3%	-7	nt	-4	-5	nt
CNC(=O)CSc1nnc(COc2ccc(Cl)cc2)n1CCOC	2	2	-2	0.1%	-4	-2	-1	6	-0.2
NNC(=O)CNC(c1ccccc1)c1cc(Br)ccc1NC(=O)c1cccc(Cl)c1 (stereo not given)	2	2	-18	0.4%	0	13	-8	6	0.0
COc1cccc(NC(=O)C2CSC3(C)CCC(=O)N23)c1 (stereo not given)	1	21	13	0.2%	1	-26	2	2	-0.2
COCCOC1CCN(C(=O)c2cc(COc3ccc(F)cc3F)on2)CC1	9	-20	0	1.1%	-4	8	-1	-7	-0.3
COC(=O)c1sccc1NC(=O)c1ccc(Br)s1	1	6	-2	-1.0%	2	13	13	-1	1.0
O=C(CNS(=O)(=O)c1ccc(F)cc1)N1CCOCC1	1	5	2	2.1%	-1	-47	-7	-9	0.1

4 compounds drawn at random from the list so far, as already listed:
canonical_smiles	D1 agonist	D1 antagonist	D2 PAM	RXFP1 agonist	TRHR enhancer	D2 antag	D1 PAM	RXFP1 antag	D2 ag
CNC(=O)CSc1nnc(COc2ccc(Cl)cc2)n1CCOC	2	2	-2	0.1%	-4	-2	-1	6	-0.2
COc1cccc(CN2CCN(Cc3cc(OC)c(OC)cc3OC)CC2)c1	3	-7	-16	-2.1%	-10	9	1	-14	-3.5
CCOC(=O)c1sc(SC)c(C(C)=O)c1C	1	nt	-7	0.2%	4	-7	-4	-22	0.0
O=CN1CCCN(Cc2nc(Cc3ccccc3F)no2)CC1	4	0	2	5.1%	-6	3	-4	-3	0.4

Continuation.
canonical_smiles	D1 agonist	D1 antagonist	D2 PAM	RXFP1 agonist	TRHR enhancer	D2 antag	D1 PAM	RXFP1 antag	D2 ag
COCCN(CC(=O)Nc1ccccc1C(F)(F)F)C(=O)c1ccc(-n2cccn2)cc1	2	-13	8	2.0%	6	20	nt	-2	-2.8
COc1ccc(C(=O)NCc2nnc(SCC(=O)Nc3cccc(C(F)(F)F)c3)o2)cc1OC	2	4	-10	0.5%	3	25	2	4	0.7
COc1cc(/C=C/C(=O)OCC(=O)NC(=O)NC2CCCCC2)ccc1OC(F)F	6	4	1	1.1%	-1	-7	5	2	-0.8
Cc1ccc(S(=O)(=O)Nc2cc3c4c(c2)CCC(=O)N4CCC3)cc1	3	1	-13	0.0%	24	nt	-3	-3	nt
CCOc1ccc(NC(=O)CCS(=O)(=O)c2cccc3nonc23)cc1	0	-3	7	-0.5%	-3	nt	1	nt	-0.4
CCCN(CCC)c1nc(N(CCC)CCC)[nH]c(=O)n1	1	10	-5	-1.0%	21	4	-3	-8	-1.1
CC(C)c1ccc(CNc2nc(-c3ccco3)nn2S(=O)(=O)c2ccccc2)cc1	4	-4	8	2.5%	-13	nt	1	-8	2.1
COc1cc(/C=N/NC(=O)c2ccncc2)ccc1OC(=O)c1cc(OC)c(OC)c(OC)c1	0	-6	nt	2.1%	0	-4	-5	-24	1.4
O=C(Cc1ccc([N+](=O)[O-])cc1)NCc1cccnc1	2	22	-16	4.5%	-5	-6	-2	10	0.5
Oc1ccccc1C1=NCCNC(C(F)(F)C(F)F)=C1	-1	9	-13	3.4%	1	-3	1	6	1.2
Cc1csc(-c2cnn(-c3ccccc3)c2NC(=O)c2cccc(C(F)(F)F)c2)n1	3	5	14	1.6%	2	-14	-3	-6	-0.7
O=C(COC(=O)/C=C/c1cccs1)NC(=O)Cc1ccccc1	7	-2	9	3.5%	-6	-21	1	7	1.4

Following part.
canonical_smiles	D1 agonist	D1 antagonist	D2 PAM	RXFP1 agonist	TRHR enhancer	D2 antag	D1 PAM	RXFP1 antag	D2 ag
O=C(CSc1nc(-c2ccccc2)cc(C(F)(F)F)n1)c1cccc([N+](=O)[O-])c1	2	-13	6	-0.3%	2	1	-3	3	-0.6
O=C(COC(=O)CNC(=O)c1cccc([N+](=O)[O-])c1)Nc1ccccc1OC(F)F	4	-8	8	-2.0%	34*	-13	2	3	-0.9
CCc1ccccc1NC(=O)C1CCCN(c2ncnc3onc(C)c23)C1 (stereo not given)	10	5	-13	1.5%	-3	nt	-4	-9	0.4
O=C1CC(C(=O)O)S/C(=N\NC(=O)c2ccc(F)cc2)N1 (stereo not given)	0	3	-4	-1.0%	1	-1	6	13	0.1
CC(C)(CN1CCCCC1)NS(=O)(=O)c1ccc(Cl)cc1	0	9	-15	0.6%	1	6	-2	7	-0.9
COc1cc(CNC(=O)c2ccccc2NC(=O)C2=C(C)OCCS2)cc(OC)c1OC	0	-6	-3	1.9%	-2	-3	7	-28	-0.5
Cc1ccc(C)c(Cn2c(=O)n(CCC(=O)NCc3ccc4c(c3)OCO4)c(=O)c3sccc32)c1	-1	-6	11	10%	2	nt	1	-10	nt
Cc1nc2ccccc2c2nc(NC(=O)C(F)(F)F)nn12	2	4	-6	7.8%	2	-13	-2	8	-0.1
CN(CCc1ccccn1)C(=S)Nc1cccc(S(=O)(=O)N(C)C)c1	3	-1	-3	2.1%	-3	-8	-5	16	1.0
COc1ccccc1/C=C/C(=O)NC(=S)Nc1ccc(S(=O)(=O)N(C)c2ccccc2)cc1	10	-11	4	2.4%	3	5	8	-8	0.4
Cc1[nH]nc2c1C1(CCC3(CC1)OCCO3)C(C#N)=C(N)O2	4	12	-6	0.4%	5	6	-7	-6	1.0
CCOC(=O)C1CCN(CCC(=O)Nc2ccc(Cl)cc2)CC1	6	10	-30	-0.2%	1	18	0	-11	3.2

(more compounds)
canonical_smiles	D1 agonist	D1 antagonist	D2 PAM	RXFP1 agonist	TRHR enhancer	D2 antag	D1 PAM	RXFP1 antag	D2 ag
CC1(C)N(O)CC(c2cccs2)=[N+]1[O-]	3	-11	10	-1.8%	10	-8	-10	-9	-0.3
O=C(O[C@@H]1Cc2c(O)cc(O)cc2O[C@@H]1c1cc(O)c(O)c(O)c1)c1cc(O)c(O)c(O)c1	1	2	4	-0.7%	-4	-28	-1	nt	0.3
CSc1ncnc2c1cnn2-c1ccc(C)cc1C	6	-5	7	4.2%	-4	3	0	-34	-0.4
OCc1cnc(SCc2cccc(F)c2)n1Cc1ccc(F)cc1	0	2	-7	0.7%	-6	nt	0	nt	-0.6
Cc1cc(C)cc(OCC(=O)O/N=C(\N)c2ccccc2Cl)c1	10	27	12	0.0%	-8	4	-1	2	0.5
Cc1ccc(N=C2NC(=O)c3cccc([N+](=O)[O-])c32)cc1	0	-7	-14	0.5%	2	3	3	17	-0.2
c1ccc(-c2nnc(-c3ccccn3)nc2NC2CCCCC2)cc1	2	-4	4	1.1%	2	-1	-4	-7	0.0
COc1ccc(C(CC(=O)NCc2ccccc2)Sc2n[nH]c(-c3ccccc3)n2)cc1 (stereo not given)	2	2	-7	-0.1%	-5	-10	4	7	-1.8
O=C(Nc1nnc(N2CCCCCC2)s1)Nc1cc(F)ccc1F	2	3	-2	-4.3%	-1	nt	-2	5	0.9
Cc1ccc(-c2ccc(/C=C(\C#N)C(N)=S)n2C)cc1	5	-51*	-1	-0.1%	9	-8	-5	-12	0.9
CC(C)Oc1ccc(S(=O)(=O)N2CCCCC2)cc1NC(=O)C1CSC2(C)CCC(=O)N12 (stereo not given)	3	-5	18	-1.1%	-2	-16	-1	7	-0.2
CC1(C)N(OCc2ccccc2)C(=O)C(=O)N(OCc2ccccc2)C1(C)C	-3	1	-8	-2.9%	0	7	-1	-6	-0.2
CCOC(=O)C1C2C=CC3(CN(Cc4ccccc4)C(=O)C13)O2 (stereo not given)	2	11	-7	-1.1%	0	-10	0	-11	0.2
CCOC(=O)C1=C(C)N(CCCCCC(=O)O)C(=O)NC1c1ccccc1Cl (stereo not given)	-3	8	14	1.5%	6	-8	1	nt	-1.6

Some values from above:
CC(C)Oc1ccc(S(=O)(=O)N2CCCCC2)cc1NC(=O)C1CSC2(C)CCC(=O)N12 (stereo not given) – D1 antagonist = -5
Cc1cc(C)cc(OCC(=O)O/N=C(\N)c2ccccc2Cl)c1 – D2 PAM = 12

Screening results deposited in PubChem by National Center for Advancing Translational Sciences (NCATS).
